Imprint erasure = induces erasure of genomic imprints in mouse ES cells; mouse ES Peg3-LacZ reporter, beta-gal luminescence, 40 h; Potency, µM (doses to about 60.7 µM), without a hit: top-dose activity change, positive = activation, usual class: activators; 110,000 compounds, 0.02% hits;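 also: 0% = negative control wells on the plate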
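Gelatin-coated wells received 300 freshly trypsinized female ES cells with a Peg3LacZ-Neo reporter on the maternal allele, then incubated 40 hours at 37C. BetaGlo was added for 5 minutes at room temperature before a single luminescence read.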
IkB signaling = IkB pathway inhibition in ABC-DLBCL cells; ABC-DLBCL IkBa-CBG/CBR dual luciferase ratio, 4 h; response scale: scaled: untreated 0%, proteasome inhibitor 100%; Potency, µM (doses to about 57.1 µM), inactives show top-dose IkBa stabilization activation; AID 445; 110,000 compounds, 0.04% hits; active = well fitted curve in the direction sought with a large enough effect in the signal ratio, not every such curve was filed as active; inconclusive = small, poorly fitted or top-dose-only effect, or a change in a side signal; the % refers to the signal ratio;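 also: the direction sought is a rising ratio; 0% = basal untreated cells and 100% = reference inhibitor full response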
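In this assay, an IκBα–CBG68 fusion accumulates when IKK-driven degradation is blocked; native CBR normalizes for cell number. OCI-Ly3 cells were treated 4 h with compound and doxycycline, then green and red light read after Chroma-Glo addition.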
p53ts 39C kill = kills p53ts cells at the nonpermissive temperature; Potency, µM (series often up to 46.1 µM), inactives show at the highest dose activity change, negative = cell killing, usual class: cytotoxic; H1299-p53A138V viability at 39C, ATP luminescence, 24 h; 130,000 compounds, 1.5% hits; AID 902; also: nearly all actives have a fitted effect of over 55% in size
p53ts 32C tox = cytotoxicity in p53ts cells at permissive temperature. AID 924. Potency, µM (highest dose often 46.1 µM), inactives show at the top dose activity change, negative = cytotoxicity, hits mostly cytotoxic. H1299-p53A138V at 32C, ATP luminescence viability, 24 h. 130,000 compounds, 0.93% hits;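 also: 0% = DMSO and -100% = full killing by reference compound; nearly all actives have a fitted effect of over 55% in size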
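Viability by ATPlite luminescence after 24 h compound treatment (up to 46 uM) at the permissive 32C. Cells are H1299 carrying p53 A138V. Scale runs from DMSO basal to 100 uM tamoxifen as full kill; AC50 from Hill fits.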
The depositor's hits bear a star; ? = inconclusive; . = not tested or not shown; & = joins results of further samples; [ ] = dose if it differs, or a comment. Unless noted, calls follow the shape of the dose curve; as a rule, active = well fitted curve in the direction sought with a large enough effect; inconclusive = small, poorly fitted or top-dose-only effect, or another doubt; inactive = no such curve, though single readings can be large; an effect the other way counts as inactive or inconclusive. Unless noted, % is scaled to controls: 0 for no effect and ±100 for the full control effect; potency is read from the fitted curve at half-maximal effect. Random draw from the library. Share with any hit: about 1.7%.

Start of the data: the first two compounds, to show the layout:
Each structure is followed by: Imprint erasure, IkB signaling, p53ts 39C kill, p53ts 32C tox
O=C(CN1CCc2ccccc2C1)Nc1ccccc1N1CCCCCC1
 : -20%, ?, -10%, 10%
Cc1cc(=O)n2nc(N(C)CC(=O)NCc3ccccc3C)sc2n1
 : ?, -1.2%, 6%, 3%

The whole of this part, from the first entry:
Each structure is followed by: Imprint erasure, IkB signaling, p53ts 39C kill, p53ts 32C tox
O=C(CN1CCc2ccccc2C1)Nc1ccccc1N1CCCCCC1
 : -20%, ?, -10%, 10%
Cc1cc(=O)n2nc(N(C)CC(=O)NCc3ccccc3C)sc2n1
 : ?, -1.2%, 6%, 3%
COc1cccc2cc(-c3nc(-c4ccc(C)cc4)c(C)s3)c(=O)oc12
 : 6%[10.9 µM], -2.8%, -5%, 7%
Fc1ccccc1-n1ncc2c1ncn1nc(-c3ccccc3Cl)nc21
 : -2%[10.9 µM], ?, -15%, -17%
N=c1sc2ccccc2n1-c1ccccc1
 : -15%, 0.6%, 11%, 10%
CN(C1CCCCC1)S(=O)(=O)c1ccc2c(c1)c(=O)c(C(=O)NCCN1CCCC1)cn2C
 : -24%, -0.2%, 2%, -17%
O=C(Nc1nc(-c2ccncc2)cs1)c1ccco1
 : -25%, -0.3%, -2%, 2%
CCOc1ccc(C(=O)Nc2cc(C)on2)cc1
 : -81%[inhibitor], -1.1%, 3.2µM*, 2.5µM*
O=C(Oc1ccc2ccccc2c1)c1ccco1
 : -9%, 0.2%, 6%, -4%
CCS(=O)(=O)CCSc1nc2ccccc2o1
 : 8%, -0.1%, 9%, 3%
Cc1cccc(CCNC(=O)C2CCC(CNS(=O)(=O)c3ccccc3)CC2)c1 (configuration not stated)
 : -17%[10.9 µM], 1.2%, -3%, -1%
CC1CCc2nn(CC(=O)Nc3cccc(C(F)(F)F)c3)c(=O)cc2C1 (configuration not stated)
 : -8%[10.9 µM], 2.0%, -23%, 0%
COc1cc2c(=O)n(-c3ccc(C)cc3)c(=O)n(CC(=O)c3ccc4c(c3)OCO4)c2cc1OC
 : -6%, 1.0%, 20%, -6%
COCCn1c(SCC(=O)Nc2nnc(C)s2)nnc1-c1c[nH]c2ccccc12
 : 0%, 3.5%, -17%, -2%
COc1ccc(C)cc1NC(=O)C1CC(=O)N(Cc2ccco2)C1 (configuration not stated)
 : -1%, 5.2%, -4%, 0%
COCCCNC(=O)CSc1nc2c(sc3ccccc32)c(=O)n1CCCC(=O)NCCOC
 : 9%[10.9 µM], 2.0%, -17%, 4%
CCOC(=O)c1c(C)[nH]c(C(=O)OCC(=O)N2CCc3ccccc32)c1C
 : -3%, -1.1%, 3%, 0%
CCOC(=O)C(C)Sc1nc(N)c(NC(=O)c2ccc(OC)c(OC)c2)c(=O)[nH]1 (configuration not stated)
 : -18%, 1.4%, 3%, 4%
COc1ccc(C(=O)N2CCCCC2CCN2CCOCC2)cc1 (configuration not stated)
 : -3%[10.9 µM], -1.2%, -22%, 4%
O=C(Nc1nc2ccc(S(=O)(=O)N3CCCCC3)cc2s1)c1ccncc1
 : -3%, 0.2%, 14%, 14%
O=C(CSc1ccc2c(c1)OCCO2)NCc1ccco1
 : -31%[inhibitor], 16%, 3%, 9%
Cc1ccccc1CNC(=O)c1ccc(NC(=O)c2nsc3ccccc23)cc1
 : -5%[10.9 µM], ?, ?, ?
Cc1ccc(NC(=O)c2c(C)oc3ncn(CC(C)C)c(=O)c23)nc1
 : -2%[10.9 µM], -3.3%, 0%, -7%
O=c1oc(-c2cc3ccccc3o2)nc2sc3c(c12)CCCC3
 : ., ., -5%, 7%
CSc1ccc(CNC(=O)C2CCN(c3nnc(-n4cccc4CNc4ccc(C)cc4)s3)CC2)cc1
 : -18%[10.9 µM], ?, -14%, 3%
Cc1ccc(NC(=O)CS(=O)CC(=O)NC(C)CCc2ccco2)cc1Cl (configuration not stated)
 : 2%, 0.1%, -3%, 1%
Cn1c(=O)c2c(nc(NCCNc3nc4c(c(=O)n(C)c(=O)n4C)n3C)n2C)n(C)c1=O
 : 1%[10.9 µM], 0.0%[11.4 µM], 2%[9.22 µM], -7%[9.22 µM]
O=CN1CCc2scc[n+]2-c2ccccc21
 : ., ., 2%, -12%
Cc1cc(Nc2nc3ccccc3[nH]c2=O)n(-c2ccccc2)n1
 : -20%, ?, -15%, 0%
CCN(CC)c1ccc(C2C3CCCCC3(O)CCN2CC(=O)N2CCCCC2)cc1 (configuration not stated)
 : -5%, 1.8%, -7%, -1%
CCOc1ccccc1OCCCC(=O)N1CCN(S(=O)(=O)c2ccc(C)cc2)CC1
 : -8%, 0.7%, 3%, 7%
Cc1ccc(-c2cc(N)n(Cc3cccc(Cl)c3)n2)cc1
 : -3%[10.9 µM], -3.7%, 1%, -2%
COc1ccc(CN2CCN(Cc3cc(=O)oc4cc(C)ccc34)CC2)c(OC)c1OC
 : -17%[10.9 µM], 0.2%, -21%, 1%
COC(=O)c1[nH]c2cc(C)ccc2c1NC(=O)CN1CCN(c2ccccc2OC)CC1
 : -16%, ?, -9%, -20%
COc1ccc(OC)c(-c2cc(C(=O)N3CCCc4ccccc43)no2)c1
 : -26%, ?, -9%, 0%
CCCN1CCN(CCCNC(=O)Cn2nc(C)n3c(cc4c(OC)cccc43)c2=O)CC1
 : -12%[10.9 µM], 0.6%, 1%, -6%
CCOc1ccc(NS(=O)(=O)c2cc3c(cc2Cl)NC(=O)CO3)cc1
 : -5%[10.9 µM], ?, 0%, 24%
COc1cccc(CN2C(=O)C3(SCC(=O)N3c3cc(C)cc(C)c3)c3ccccc32)c1 (configuration not stated)
 : 18%[10.9 µM], ?, 2%[0.369 µM], 20%
CCn1c(SCC(=O)Nc2nonc2C)nnc1-c1ccoc1C
 : ., 0.5%, 7%, -7%
CC1=NC(Nc2nc(C)c3ccccc3n2)=NC(C)(C)C1
 : -23%, 7.4%, -9%, -13%

2 neighbouring compounds already listed, for reference:
Each structure is followed by: Imprint erasure, IkB signaling, p53ts 39C kill, p53ts 32C tox
COc1cccc(CN2C(=O)C3(SCC(=O)N3c3cc(C)cc(C)c3)c3ccccc32)c1 (configuration not stated)
 : 18%[10.9 µM], ?, 2%[0.369 µM], 20%
CCn1c(SCC(=O)Nc2nonc2C)nnc1-c1ccoc1C
 : ., 0.5%, 7%, -7%

Additional structures.
Each structure is followed by: Imprint erasure, IkB signaling, p53ts 39C kill, p53ts 32C tox
COc1ccc(C)cc1NC(=O)c1ccc2c(c1)CCN2S(=O)(=O)c1ccc(Cl)cc1
 : -13%[10.9 µM], ?, -19%, 6%
CCN(C(=O)C1CCC(CNS(=O)(=O)c2cccc3nsnc23)CC1)c1ccccc1 (configuration not stated)
 : -8%[10.9 µM], ?, -3%, 13%
CCOC(=O)c1c(Oc2ccc(C(=O)OC)cc2)nnc(-c2ccccc2)c1-c1ccccc1
 : -8%[10.9 µM], ?, 20%, 11%
Cc1ccc(S(=O)(=O)c2cn(CC(=O)Nc3ccc(C)c(Cl)c3)c3ccc(C)cc3c2=O)cc1
 : -11%[10.9 µM], ?, -21%, 6%
CC1(C)SC2c3ccccc3C(=O)N2[C@@H]1C(=O)NCCCN1CCOCC1 (some centres not stated)
 : -10%, -2.4%, 6%, -3%
Oc1ccccc1O
 : -8%&-6%, 3.8%&11%, -20%, -21%
COc1cccc(-c2ccc(-c3noc(-c4ccccc4Br)n3)c(OC)n2)c1
 : 5%[10.9 µM], -1.2%, 31%[activator], -7%
Nc1nc(=O)n(C2OC(CO)C(O)C2O)cc1Cl (configuration not stated)
 : ?, ., 4%, 0%
Cc1sc2c(c1C)c(=O)n(Cc1ccccc1)c(=O)n2CC(=O)N(C)c1ccccc1
 : -13%[10.9 µM], ?, 18%, 4%
CC(=O)Nc1ccc(S(=O)(=O)NCCc2cn3ccsc3n2)cc1
 : ?, -0.4%, 1%, 6%
Cn1c(=O)c2c(nc(SCC(=O)Nc3ccccc3N3CCCCC3)n2C)n(C)c1=O
 : -2%, 0.0%, 8%, 5%
O=S(=O)(c1ccc(Cl)cc1Br)N1CCCCC1
 : -21%, 7.7%, -4%, -12%
CC(C)C(NC(=O)C1CCCCC1)C(=O)Nc1ccc2c(c1)OCCO2 (configuration not stated)
 : -2%, -1.4%, ?, ?
CC1=C(C(=O)OCc2ccccc2)C(c2cccnc2)n2ncnc2N1 (configuration not stated)
 : -2%, 3.2%, 4%, -5%
COC(=O)NC(CC(C)=O)c1cccc(C)c1 (configuration not stated)
 : ., ., 2%[9.22 µM], 1%[9.22 µM]
CCCc1cc(=O)oc2cc(C)cc(OCc3nn[nH]n3)c12
 : -4%, 0.9%, 4%, 3%
COc1cccc(Cn2c(CNS(=O)(=O)c3ccc4c(c3)CCCC4)nc3cccnc32)c1
 : -15%[10.9 µM], -0.3%, -7%, -1%
CC1CCN(C(=O)C(C)Sc2nc(-c3ccccc3)cc(C(F)(F)F)n2)CC1 (configuration not stated)
 : -14%[10.9 µM], ?, -7%, 1%
COc1cc(NC(=O)CCCc2nnc3n(CC(C)C)c(=O)c4sccc4n23)cc(OC)c1
 : -20%[10.9 µM], ?, 8%, 1%
Cc1ccc(OCCC(=O)Nc2c(C)n(C)n(-c3ccccc3)c2=O)cc1
 : -8%, 0.0%, -3%, 5%

The list continues.
compound | Imprint erasure | IkB signaling | p53ts 39C kill | p53ts 32C tox
COc1cc(CN2CCc3nc(N4CCN(c5ccccc5F)CC4)ncc3C2)ccc1OC(C)C | -15%[10.9 µM] | -0.7% | 1% | -2%
O=C(CN1CCCC1)N1c2ccccc2Sc2ccccc21 | -12% | 2.4% | 7% | 1%
Cc1ccccc1S(=O)(=O)Cc1ccc(C(=O)NCCc2ccccc2)o1 | -11%[10.9 µM] | -0.5% | -11% | 0%
CCCc1nc(C(C)(C)O)c(C(=O)OCc2oc(=O)oc2C)n1Cc1ccc(-c2ccccc2-c2nn[nH]n2)cc1 | -20% | . | 9% | 5%
CCOc1ccc(CCNC(=O)CCc2nc(-c3ccc(OC)cc3)no2)cc1OCC | -13% | -1.5% | -1% | 3%
Cc1cccc(-n2ncc3c(N)ncnc32)c1 | -19% | 3.8% | 6% | -2%
O=C(C1CCC1)N1CCc2cc(S(=O)(=O)NCc3ccc(F)cc3)ccc21 | 6%[10.9 µM] | -0.8% | 7% | -5%
CC1=C(C(N)=O)C(c2cccc(OCc3ccccc3)c2)n2nnnc2N1 (configuration not stated) | -82%[inhibitor] | -0.5% | -7% | 16%
O=C(CNC(=O)c1ccc(Cl)cc1)N/N=C/C=C/c1ccccc1 | . | . | -1% | 7%
CCOc1ccc(NC(=O)C(=O)NCc2ccco2)cc1 | -16%[10.9 µM] | 1.3% | 2% | -1%
O=C(Nc1cccc(C(F)(F)F)c1)C1CCN(S(=O)(=O)c2cccs2)CC1 | -9%[10.9 µM] | 1.0% | ? | -2%
O=C(CCN1C(=O)C2C3C=CC(C3)C2C1=O)N1CCN(c2ccccc2Cl)CC1 (configuration not stated) | -11% | -0.9% | -1% | -6%
O=C1C(Cl)=C(Nc2ccccc2O)C(=O)N1c1ccccc1 | -12% | ? | -3% | -18%
COc1ccc(S(=O)(=O)NCC(c2ccco2)N2CCN(c3ccccc3F)CC2)cc1OC (configuration not stated) | -7%[10.9 µM] | ? | -18% | -5%
CCCC(c1nnnn1Cc1cccs1)N1CCN(C2CCCC2)CC1 (configuration not stated) | -14% | -0.2% | 15% | -5%
COc1ccc(Cl)cc1N1C(=O)C2CCCN2C1c1ccc(F)cc1 (configuration not stated) | -12% | 8.4% | -3% | -6%
O=C(Nc1nc2c(F)cc(F)cc2s1)c1ccc2c(c1)OCCO2 | -40%[inhibitor][10.9 µM] | 1.7% | ? | ?
Cc1c(Cl)cccc1NC(=O)Cn1c(=O)n(Cc2nc(-c3ccccc3)no2)c(=O)c2cc3c(cc21)OCO3 | 1%[10.9 µM] | 1.4% | -7% | 3%
CC(C)c1cc(-c2nc(-c3cccc(Cl)c3)no2)n[nH]1 | -7%[10.9 µM] | ? | ? | -18%

Full records, looked up by structure. Screens in order: Imprint erasure	IkB signaling	p53ts 39C kill	p53ts 32C tox
`O=C(Nc1nc2c(F)cc(F)cc2s1)c1ccc2c(c1)OCCO2` in the list: -40%[inhibitor][10.9 µM]	1.7%	?	?
`CC(C)c1cc(-c2nc(-c3cccc(Cl)c3)no2)n[nH]1` in the list: -7%[10.9 µM]	?	?	-18%
